Screens as filed in PubChem BioAssay.
IL2 activator – IL-2 activation. activation, % (series mostly up to about 46 µM). IL-2 activation reporter assay, cell-based qHTS; stimulated with anti-CD3/CD4/CD28 beads; in transgenic mouse T cells. AID 652025. hit rate 0.065% among 360,000; in the data active means activation above about 50%; inconclusive means mostly about 30% to 49%; further: 0% is about no effect
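Unstimulated transgenic mouse T cells preincubated 60 min with compound, then stimulated with anti-CD3/anti-CD4-coated beads plus anti-CD28 for 18 h at 37 degrees C. IL-2 response read as EGFP and DsRed fluorescence by plate cytometry.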
GLP-1R inv ag – acts as inverse agonist at human GLP-1 receptor; Potency, µM (top dose mostly 38.3 µM), without a hit: at the top dose activity change, negative = inhibition, usual class: inhibitors; HEK293 GLP-1R CRE-luciferase, luminescence, 24 h; GLP-1R form is constitutively active; AID 624417; P43220; hit rate 1.6% among 410,000; further: potency means the concentration at half of the fitted maximal effect; on the % scale 0 is the no-effect control and ±100 the full control effect; nearly all actives have a fitted effect of over 55% in size
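Assay principle: reduced luminescence from a cAMP-responsive reporter in HEK293 cells co-expressing a constitutively active GLP-1R. Conditions: 24 hr compound incubation, 37 deg C, 5% CO2.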
PLK1 PBD inh – blocks phosphopeptide binding to human PLK1 polo-box domain; Plk1 PBD binding of FITC phosphopeptide, fluorescence polarization; Potency, µM, for inactives: max response, negative = inhibition, usual class: inhibitors; hit rate 2.8% among 360,000; further: potency means the concentration at half of the fitted maximal effect; series mostly up to about 57 µM; on the % scale 0 is the no-effect control and ±100 the full control effect; nearly all actives have a fitted effect of over 65% in size
EPAC1 antagonist – blocks human EPAC1 exchange factor | Potency, µM (top dose mostly 115 µM), without a hit: top-dose activity change, negative = inhibition, most hits filed as inhibitors | EPAC1 GEF assay, Rap1b-BODIPY-GDP exchange fluorescence | hit rate 0.14% among 360,000 | AID 720709;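 further: potency means the concentration at half of the fitted maximal effect; plate controls were vehicle for no effect and positive control for full effect; nearly all actives have a fitted effect of over 50% in size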
Target sequence (O95398 whole entry, looked up): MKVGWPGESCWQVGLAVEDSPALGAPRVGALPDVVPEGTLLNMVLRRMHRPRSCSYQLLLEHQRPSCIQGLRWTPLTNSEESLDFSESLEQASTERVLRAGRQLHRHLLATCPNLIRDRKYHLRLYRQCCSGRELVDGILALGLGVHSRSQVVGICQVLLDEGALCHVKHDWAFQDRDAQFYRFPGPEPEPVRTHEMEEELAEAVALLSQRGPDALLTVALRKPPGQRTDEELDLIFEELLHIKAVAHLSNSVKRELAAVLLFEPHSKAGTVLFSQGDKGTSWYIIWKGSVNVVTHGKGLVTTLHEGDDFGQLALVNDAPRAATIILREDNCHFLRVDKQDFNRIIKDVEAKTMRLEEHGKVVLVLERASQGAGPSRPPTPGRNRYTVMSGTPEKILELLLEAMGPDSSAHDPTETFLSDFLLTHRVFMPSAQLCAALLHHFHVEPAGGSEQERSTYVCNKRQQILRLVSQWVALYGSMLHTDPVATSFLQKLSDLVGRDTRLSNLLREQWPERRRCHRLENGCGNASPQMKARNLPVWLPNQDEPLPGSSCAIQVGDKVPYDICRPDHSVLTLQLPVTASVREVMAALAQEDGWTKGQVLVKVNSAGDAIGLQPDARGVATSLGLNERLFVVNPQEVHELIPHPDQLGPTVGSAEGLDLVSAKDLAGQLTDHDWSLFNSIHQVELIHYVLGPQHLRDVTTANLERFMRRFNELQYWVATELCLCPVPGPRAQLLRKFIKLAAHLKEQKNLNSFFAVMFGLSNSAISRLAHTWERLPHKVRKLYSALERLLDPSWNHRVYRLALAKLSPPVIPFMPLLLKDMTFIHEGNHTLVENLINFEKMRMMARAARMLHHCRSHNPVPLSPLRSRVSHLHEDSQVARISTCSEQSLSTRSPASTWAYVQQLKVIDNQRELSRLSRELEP
PTHR1 ag – activates the human parathyroid hormone receptor PTHR1 | HEK293 GP2 PTHR1 cells, GloSensor cAMP luminescence, 1 h | Potency, µM (titrated, usually from 115 µM), inactives show top-dose activation, most hits filed as activators | AID 743266 | hit rate 0.075% among 410,000; further: potency means the concentration at half of the fitted maximal effect; nearly all actives have a fitted effect of over 55% in size; some results filed as inactive show a strong effect at the top dose; inactives centre near -15; many of its hits are not listed in these tables
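HEK-293-derived GP2 cells expressing PTHR1 and a GloSensor cAMP reporter, 3,000/well, plated overnight, given luciferin plus IBMX (each 0.5 mM as added) for 1 h at 37 °C, then compound for 1 h at 37 °C. Luminescence was read after 15 min at room temperature.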
HEK293 tox – cytotoxicity in counter-screen for GLP-1R inverse agonists. HEK293 cAMP-luciferase reporter cells, luminescence, 24 h. Potency, µM (doses to about 38.3 µM), inactives show at the top dose activity change, negative = inhibition, actives largely listed as inhibitors. hit rate 0.13% among 410,000. AID 624418;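 further: loss of luciferase light is scored as toxicity; potency means the concentration at half of the fitted maximal effect; on the % scale 0 is the no-effect control and ±100 the full control effect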
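Cells in DMEM/10% Nu serum/1% pen-strep, 1536-well format. Pre-incubated 12 h, dosed with 23 nL compound, incubated a further 24 h. Luciferase detection, 12 min at room temp, luminescence.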
PI5P4Ka inh – blocks human PI5P4K alpha kinase activity; P48426; PI5P4Kalpha enzyme, ADP-Glo luminescence, 60 min; active compounds read low; max response, %; hit rate 1.2% among 330,000; AID 652105; active means max response of -50% or lower; inconclusive means between -30% and -50%; inactive means -30% or higher; further: value at the top dose of about 77 µM; on the % scale 0 is the no-effect control and ±100 the full control effect
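ADP-Glo luminescence end-point after a 60 min room-temperature kinase reaction. PI5P4Kalpha and substrate in HEPES pH 7.4 buffer with EGTA, 0.1% CHAPS and 5% DMSO; ATP at 5 microM final.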
EPAC1 ag – agonists of human EPAC1; O95398; EPAC1 agonist qHTS, biochemical assay; response scale: 100% = response to 6.5 mM cAMP; Potency, µM (highest dose often 154 µM), inactives show top-dose activation, hits mostly activators; hit rate 0.073% among 360,000; further: potency means the concentration at half of the fitted maximal effect; nearly all actives have a fitted effect of over 60% in size
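Read-out is the fluorescence drop as BODIPY-GDP leaves Rap1B (480 nm excitation, 540 nm emission), recorded every 5 minutes over 30 minutes. Reactions held 100 nM EPAC1, 250 nM Rap1B–BODIPY-GDP and 50 uM GDP, with 6.5 mM cAMP setting full activation.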
GLP1R ag – activates the human GLP-1 receptor | P43220 | HEK293 GLP-1R CRE-luciferase, luminescence, 4-6 h; cells express a hypersensitive GLP-1R form | Potency, µM (titrated, usually from 45.6 µM), inactives show at the top dose activation, hits mostly activators | hit rate 0.007% among 380,000; further: potency means the concentration at half of the fitted maximal effect; % of control where 0% means no effect
Active calls of the source: *; i = inactive; ? = inconclusive; . = not tested or not shown; [ ] = dose if it differs, or a comment. Unless noted, the call rests on the fitted dose curve; in most records, active means well fitted curve in the direction sought with a large enough effect; inconclusive means small, poorly fitted or top-dose-only effect, or another doubt; inactive means no such curve, though single readings can be large; an effect the other way counts as inactive or inconclusive. This is a subset; count on the stated rates, not on these rows.

SMILES	IL2 activator	GLP-1R inv ag	PLK1 PBD inh	EPAC1 antagonist	PTHR1 ag	HEK293 tox	PI5P4Ka inh	EPAC1 ag	GLP1R ag
Cc1nn(Cc2ccccc2)c(C)c1/C=N/NC(=O)c1cccnc1	0.1	-10%	-8%	-15%	-18%	8%	-1	1%	-1%
CN1C2C=CC(=O)C1C1C(=O)N(c3ccccc3)C(=O)C12 (stereo not given)	-0.8	?	-16%	-11%	-45%[inhibitor]	-20%	-14	10%	-19%
CCOc1ccccc1C(=O)N[C@H](C(=O)NCc1ccccc1)C(C)C	2.1	-6%	-1%	8%	i	7%	3	5%	-2%
Oc1cccc(-c2sc3ccccc3c2-c2ccc(OCCN3CCCCC3)cc2)c1	-0.9	?	0%	0%	-9%	?	0	5%	-2%
COC(=O)c1ccc(NC(C(=O)OC)C(C)C)c([N+](=O)[O-])c1 (stereo not given)	-2.4	1%	1%	-9%	i	0%	1	-5%	0%
NCCc1c(-c2ccccc2)n(-c2ccccc2)c2ccccc12	-0.8	?	-13%	2%	i	?	1	5%	14%
CCOc1ccc(NC(=O)C2CCC(C)(C(=O)O)C2(C)C)cc1 (stereo not given)	-0.5	-1%	2%	4%	i	4%	-3	-1%	1%
O=C(CN1CCN(c2nc(-c3ccc(Cl)cc3)cs2)CC1)NCc1ccco1	-0.4	-1%	-1%	?	?	1%	.	12%	12%
CCCOc1ccc(-c2c(C(=O)N/N=C/c3ccco3)nnn2-c2nonc2N)cc1	-1.0	?	8%	0%	-42%[inhibitor]	-15%	-3	-7%	4%
O=C(CNC(=O)c1ccc(Br)o1)NCC(=O)OCc1ccccc1	0.5	2%	-14%	18%	9%	10%	4	6%	5%
c1nnc(-c2ccc3c(c2)OCO3)o1	2.6	1%	0%	9%	i	-23%	-1	-1%	3%
COc1ccc(C(=O)N2CCC(C(=O)Nc3ccc4c(c3)OCO4)CC2)cc1	-2.6	-5%	-14%	-1%	1%	2%	2	-4%	-8%
C[C@H]1CN(Cc2ccccc2)C(=O)[C@@H]1CC(=O)NCc1ccccc1	-2.5	-4%	-16%	-8%	-23%	?	3	-7%	-7%
COc1ccc(C(=O)OCC(=O)NCC2CCCO2)cc1 (stereo not given)	-0.6	0%	-16%	1%	i	3%	-6	4%	2%
CC(=O)c1cc(CN2CCC(n3nccc3NC(=O)c3ccccc3C)CC2)cs1	1.1	17%	1%	-3%	i	-1%	-2	-2%	-6%
C/C=C(\C)C(=O)O[C@@H]([C@H](O)c1cc2ccc(=O)oc2cc1OC)C(C)(C)O	-0.2	13%	4%	-2%	-21%	-16%	0	-7%	0%
O=C(CCN1CCCCC1)N/N=C/c1c[nH]c2ccccc12	-0.3	1%	3%	13%	i	-8%	2	-1%	4%
CCCC(O)(c1ccccc1)C(CN1CCOCC1)c1ccccc1 (stereo not given)	-3.3	?	4%	1%	i	0%	-1	-20%	3%
CCOc1ccccc1N1CCN(C(=O)c2c(-c3c(F)cccc3Cl)noc2C)CC1	0.2	?	-1%	-16%	i	-2%	1	-4%	-3%
C/C(=N\NC(=O)CN1CCCCC1)c1cccc([N+](=O)[O-])c1	0.2	1%	-6%	-11%	i	-15%	1	8%	15%
Cn1cnnc1SCCC(=O)Nc1ccccc1	-1.7	9%	-1%	-3%	-27%[57.5 µM]	2%	.	5%	15%
COc1ccc(CCNC(=O)CC2SC(=NCc3ccccc3)NC2=O)cc1 (stereo not given)	-0.2	22%	-2%	12%	i	5%	-2	-3%	1%
Cc1ccc(NC(=O)CSc2nnc(-c3cnccn3)n2-c2ccccc2)cc1	-1.7	?	4%	-1%	i	5%	.	7%	26%
CC(=O)Oc1ccc(OC(C)=O)c(SCCCCCN2CCOCC2)c1	-0.4	?	-10%	1%	i	?	.	-2%	-21%
COc1cccc(CNC(=O)Cn2c(=O)oc3cc(S(=O)(=O)N4CCCC4)ccc32)c1	.	-2%	.	.	-19%	10%	.	.	-1%
O=C(NCCc1ccccc1)C1CC(=O)N(CCc2ccccc2)C1 (stereo not given)	-1.1	7%	-28%	-15%	i	2%	1	11%	2%
Cc1ccc(NC(=S)N(CCN(C)C)Cc2cccs2)cc1C	-0.9	-24%[7.66 µM]	4%	-14%	8%	6%[7.66 µM]	-10	-1%	1%
CCn1c(/C(C#N)=C(\O)CCc2ccccc2)nc2ccccc21	-2.4	0%	3%	0%	-5%[57.5 µM]	1%	.	6%	13%
Cc1cc(C)n2nc(C(=O)Nc3ccc(S(=O)(=O)N4CCCCC4)cc3)nc2n1	0.1	8%	-6%	-14%	i	-5%	6	9%	0%
O=c1c(-c2cc(-c3ccc(Cl)cc3)nc3c2COc2ccccc2-3)coc2ccccc12	.	9%	.	.	-1%	3%	.	.	-1%
COc1ccc(C(=O)NCc2ncccc2C)cc1OC1CCN(C(C)=O)CC1	-4.0	?	3%	11%	-61%[inhibitor]	?	1	-2%	7%
COc1ccc(C)cc1S(=O)(=O)N(C)CC(=O)N1CCCCCC1	-2.9	0%	-5%	3%	-6%[57.5 µM]	2%	.	-1%	1%
Cc1cc(OCc2cc(C(=O)N(C)CCCN3CCOCC3)no2)cc(C)c1Cl	-4.2	?	?	-11%	-25%	1%	2	-9%	6%
CCC(CC)c1nnc(NC(=O)c2cccc(S(=O)(=O)N3CCOCC3)c2)s1	0.5	?	-2%	-1%	-34%[inhibitor]	-6%	4	1%	-5%
Cc1ccc(NS(=O)(=O)c2ccc(Br)s2)nc1	0.7	12%	-2%	-8%	i	-2%	0	9%	11%
O=C(NCCc1ccc(F)cc1)c1coc(=O)c(Br)c1	-0.8	-19%	-6%	-13%	-97%[inhibitor]	?	6	-2%	-8%
COc1ccc(NC(=O)C2CCCN(S(=O)(=O)c3cccc4cccnc34)C2)c(OC)c1 (stereo not given)	2.7	-6%	-5%	-11%	-60%[inhibitor]	-9%	-4	1%	2%
CC1CCN(S(=O)(=O)N2CCCC(C(=O)NCc3ccc(F)cc3)C2)CC1 (stereo not given)	0.4	?	27µM*	-22%	i	285%[activator]	-13	-11%	1%
CCCCCCCCOC(=O)C[N+](C)(C)C/C=C(/C)Cl	-5.1	-11%	4%	1%	i	-11%	-5	1%	-2%
CCOc1ccc(NC(=O)Cn2c(=O)c(CNc3ccc(OC)cc3)cc3ccc(OC)cc32)cc1	.	15%	.	.	-4%	-12%	.	.	-3%
O=C(N/N=C/c1cc([N+](=O)[O-])ccc1O)C(O)(c1ccccc1)c1ccccc1	1.3	?	-18%	-27%	i	-21%	-6	24%	0%
CNc1nc(Sc2cccc(C(F)(F)F)c2)cc(C(F)(F)F)n1	2.4	3%	-7%	-1%	i	-2%	17	-6%	6%
COc1ccc(NC(=O)COC(=O)c2cc(OC)c(OC)cc2NC(=O)c2ccco2)cc1OC	4.3	0%	2%	10%	-28%	3%	.	5%	4%
O=C(COC(=O)Cc1ccc(-c2ccccc2)cc1)NCc1ccccc1	-0.5	-16%	27µM*	0%	-5%	-16%	-18	-3%	12%
CC1(C(=O)NS(=O)(=O)c2ccccc2Cl)CCN1C(=O)C1(c2ccccc2)CCCC1 (stereo not given)	-0.4	?	-10%	-17%	-48%[inhibitor]	2%	-3	-11%	-7%
CC1(c2nnc(-c3cccc(Cl)c3)o2)CC(c2ccc(OC(F)(F)F)cc2)=NO1 (stereo not given)	0.1	?	-5%	-13%	-7%	6%	6	-9%	-6%
CS(=O)(=O)c1ccc(S(=O)(=O)N2CCC(CO)(CCCc3ccccc3)CC2)cc1	2.1	-18%	-2%	8%	-32%	-9%	-9	6%	8%
COc1ccccc1C(=O)NCC(=O)Nc1ccc2c(c1)CCC2	-0.5	8%	-4%	-11%	-10%	7%	7	5%	8%
COc1ccc(N(C)C(=O)c2cc3c(s2)-c2ccccc2S(=O)(=O)C3)cc1	-3.6	-14%	1%	-6%	-13%	-8%	-5	7%	24%
O=C(N/N=C/c1cc([N+](=O)[O-])ccc1O)c1c[nH]c2ccccc12	0.4	?	-17%	20%	-28%	-6%	2	8%	-1%
The results go on.
SMILES	IL2 activator	GLP-1R inv ag	PLK1 PBD inh	EPAC1 antagonist	PTHR1 ag	HEK293 tox	PI5P4Ka inh	EPAC1 ag	GLP1R ag
CCCNC(=S)N1CCN(C(c2ccccc2)c2ccccc2)CC1	-1.9	?	1%	-2%	i	-7%	1	-4%	13%
O=C(Cn1cc2c(n1)CCCC2)NCc1cccnc1	0.0	2%	-1%	1%	i	-3%	0	9%	-1%
O=C(CCN1C(=O)/C(=C/c2ccc3c(c2)OCO3)SC1=S)Nc1ccc(C(=O)O)cc1	-0.7	-10%	-29%	?	i	-12%	-10	9%	6%
Cc1ccc(NS(=O)(=O)c2cc(C(=O)N(C)C)ccc2C)cc1C	2.0	4%	-12%	-14%	-9%	-10%	1	0%	9%
CCOc1nc(NC(=O)NS(=O)(=O)c2cccc(Cl)c2)nc(-c2ccccc2)n1	4.9	87%[activator]	-6%	-13%	i	9%	-5	10%	14%
O=C(NCC1CCCO1)c1ccc2nc(N3CCCCC3)sc2c1 (stereo not given)	-0.7	-17%	2%	-13%	-66%[inhibitor]	0%	-4	-7%	8%
CCOC(=O)C1(C)CCCCN1C(=O)c1cccc(Cl)c1 (stereo not given)	-0.5	1%	-2%	-27%	-15%	1%	3	-26%	5%

Structures shown so far with a COOH group, in the order listed:
SMILES	IL2 activator	GLP-1R inv ag	PLK1 PBD inh	EPAC1 antagonist	PTHR1 ag	HEK293 tox	PI5P4Ka inh	EPAC1 ag	GLP1R ag
CCOc1ccc(NC(=O)C2CCC(C)(C(=O)O)C2(C)C)cc1 (stereo not given)	-0.5	-1%	2%	4%	i	4%	-3	-1%	1%
O=C(CCN1C(=O)/C(=C/c2ccc3c(c2)OCO3)SC1=S)Nc1ccc(C(=O)O)cc1	-0.7	-10%	-29%	?	i	-12%	-10	9%	6%
